Source: PubChem
Rv3671c protease: inhibitors of M. tuberculosis serine protease Rv3671c; P9WHR9; AID 2606; inhibition, % at 5.96 µM; hit rate 0.048% among 320,000; in the data active = inhibition above about 38%;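 also: extracellular domain of Rv3671c used as enzyme; 0% = enzyme with DMSO and 100% = no enzyme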
Mtb BioA inh: BioA (M. tuberculosis) enzyme inhibition; AID 602481; inhibition, % at 9.99 µM; purified M. tuberculosis BioA enzyme, plate reader; hit rate 0.096% among 360,000; in the data active = inhibition above about 40%; inconclusive = no clear call, values can overlap the other calls
VHR inh abs: inhibitors of human VHR1 phosphatase (DUSP3); P51452; recombinant VHR phosphatase, pNPP absorbance; inhibition, % at 13.3 µM; hit rate 0.52% among 290,000; in the data active = inhibition above about 50%; also: some compounds called inactive have numbers as strong as hits
Target sequence (P51452 whole entry, looked up): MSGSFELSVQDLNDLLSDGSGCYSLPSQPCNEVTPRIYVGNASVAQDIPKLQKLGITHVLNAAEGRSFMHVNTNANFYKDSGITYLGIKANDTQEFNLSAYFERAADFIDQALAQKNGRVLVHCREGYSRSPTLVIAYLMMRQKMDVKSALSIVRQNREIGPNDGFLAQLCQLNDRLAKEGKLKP
MazEF act: increases E. coli MazEF RNase cleavage of RNA. FAM/BHQ RNA-DNA oligo cleavage fluorescence, 5 h. hit rate 0.32% among 350,000. activation, % at 20 µM. AID 504720; in the data active = activation above about 50%
Target sequence (P0AE70 whole entry, looked up): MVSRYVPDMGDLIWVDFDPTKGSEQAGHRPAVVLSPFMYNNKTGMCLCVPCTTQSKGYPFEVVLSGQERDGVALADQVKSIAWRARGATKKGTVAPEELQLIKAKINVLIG
CCHFV vOTU inh: blocks the CCHF virus ovarian tumor domain protease; CCHFV vOTU protease, Pep-AMC fluorescence; inhibition, % at 11.5 µM; hit rate 0.55% among 370,000; AID 651958; also: 0% = vehicle wells with enzyme and 100% = no enzyme wells
FBA Mtb inh: inhibits M. tuberculosis FBA enzyme; P9WQA3; purified M. tuberculosis FBA, fluorescence read-out; inhibition, % at 1 µM; hit rate 2.3% among 360,000; in the data active = inhibition above about 27%;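 also: 0% = vehicle and 100% = reference inhibitor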
Target sequence (P9WQA3 whole entry, looked up): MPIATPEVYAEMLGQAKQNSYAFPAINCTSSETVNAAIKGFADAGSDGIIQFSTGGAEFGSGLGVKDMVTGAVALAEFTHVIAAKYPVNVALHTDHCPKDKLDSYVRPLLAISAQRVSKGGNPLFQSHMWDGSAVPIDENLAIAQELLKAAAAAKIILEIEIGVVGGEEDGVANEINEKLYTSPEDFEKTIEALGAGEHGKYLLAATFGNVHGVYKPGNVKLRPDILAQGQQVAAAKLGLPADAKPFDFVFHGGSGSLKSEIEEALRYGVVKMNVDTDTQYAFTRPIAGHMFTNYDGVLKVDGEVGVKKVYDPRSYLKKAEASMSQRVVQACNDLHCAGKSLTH
GDH-TPI counter: counter-screen for M. tuberculosis FBA inhibitors: GDH-TPI coupled enzymes; GDH-TPI coupled enzyme counterscreen, NADH absorbance; inhibition, % at 4.8 µM; hit rate 1.2% among 360,000; AID 588335;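 also: 0% = DMSO wells and 100% = wells lacking the enzyme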
BoNT-F LC inh: BoNT F light chain protease inhibition | inhibition, % at 10 µM | hit rate 0.22% among 360,000 | Multiplex microsphere protease cleavage assay, flow cytometry | AID 588497; in the data active = inhibition above about 35%, passing the limit was not always enough; inconclusive = no clear call, values can overlap the other calls; also: plate controls were buffer without enzyme for full effect and enzyme alone for no effect
Mtb UGM inh: Mtb UDP-galactopyranose mutase inhibition; P9WIQ1; hit rate 0.06% among 320,000; purified UGM, fluorescence polarization probe displacement; inhibition, % at 10 µM; in the data active = inhibition above about 10%, passing the limit was not always enough; inconclusive = no clear call, values can overlap the other calls
Target sequence (P9WIQ1 whole entry, looked up): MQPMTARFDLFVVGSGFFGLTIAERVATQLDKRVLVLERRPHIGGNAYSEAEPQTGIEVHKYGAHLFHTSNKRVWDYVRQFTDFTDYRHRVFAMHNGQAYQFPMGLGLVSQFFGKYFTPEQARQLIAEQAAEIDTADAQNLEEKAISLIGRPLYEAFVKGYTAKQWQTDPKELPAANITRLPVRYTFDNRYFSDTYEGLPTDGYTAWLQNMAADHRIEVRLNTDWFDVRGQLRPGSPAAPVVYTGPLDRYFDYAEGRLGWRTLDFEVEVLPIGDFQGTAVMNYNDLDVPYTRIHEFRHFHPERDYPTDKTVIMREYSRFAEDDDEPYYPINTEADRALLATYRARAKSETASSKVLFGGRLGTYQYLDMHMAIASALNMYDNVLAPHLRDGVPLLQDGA
FadD28 binding: inhibitors of Mycobacterium tuberculosis FadD28 bisubstrate binding; inhibition, % at 12.5 µM; hit rate 0.22% among 360,000; AID 588549; FadD28 bisubstrate probe binding, fluorescence polarization; in the data active = inhibition above about 8.5%, passing the limit was not always enough; inconclusive = no clear call, values can overlap the other calls
Starred values were filed as active, the others as inactive; ? = inconclusive; / = no result given. Rule as the data show it, unless noted: active = inhibition above about 30%; inactive = the rest. Random draw from the library. About 4.9% of those tested had a hit in this group.

SMILES | Rv3671c protease | Mtb BioA inh | VHR inh abs | MazEF act | CCHFV vOTU inh | FBA Mtb inh | GDH-TPI counter | BoNT-F LC inh | Mtb UGM inh | FadD28 binding
COc1ccc(-c2cc(C(F)F)n3ncc(C(=O)N4CCc5ccccc54)c3n2)cc1 | -11 | -2.8 | 1 | -5 | 2 | 12 | 8 | 1 | 0.9 | 3.3
O=C(NCc1cccc(F)c1)c1cccc2c1C(=O)c1ccc(Cl)cc1S2(=O)=O | -70 | 0.2 | / | -1 | 6 | 1 | 4 | 0 | 1.4 | 0.1
CC(C)(C)OC(=O)C[C@@H]1C/C=C\C[C@@H](CC(=O)NCCO)C(=O)N[C@H](C(C)(C)C)COC1=O | 1 | -1.6 | / | 6 | -9 | 5 | 0 | -3 | -2.1 | 0.3
COc1cc(CNc2ccc3[nH]c(=O)[nH]c3c2)ccc1OCc1ccc(Cl)cc1 | -1 | -0.2 | 16 | 10 | -5 | 0 | 18 | 7 | 3.0 | -4.7
Cc1cc(NC(=O)CSc2nnc(-c3ccncc3)n2-c2ccccc2)no1 | -11 | / | 22 | 0 | 6 | -2 | -3 | -4 | 0.6 | -2.4
Cc1ccc(NC(=O)CNC(=O)c2ccc(Oc3ccccc3)cc2)nc1 | -3 | -1.0 | / | -5 | 4 | -1 | 2 | -6 | 1.7 | -2.7
CC(=O)C1=C(O)C(=O)N(Cc2ccco2)C1c1cccc(F)c1 (stereo not given) | -10 | -0.2 | -5 | 6 | -1 | -2 | 8 | 5 | 3.3 | -4.7
Cc1nc(SC2CC(=O)N(c3ccc([N+](=O)[O-])cc3)C2=O)nc2c1CCCC2 (stereo not given) | -5 | 3.0 | 23 | -2 | 7 | -4 | 10 | 16 | -2.0 | -1.9
CC(C)(C)[C@H]1COC(=O)[C@H](NC(=O)OCC2c3ccccc3-c3ccccc32)C/C=C\C[C@@H](CC(=O)N[C@H](CO)Cc2ccccc2)C(=O)N1 | -5 | -0.4 | / | 0 | -7 | 0 | 7 | -12 | 0.9 | 0.4
CCC(=Nc1cccc(C(F)(F)F)c1)c1c(O)n(C)c(=O)n(C)c1=O | -11 | / | 28 | 5 | -8 | -1 | -1 | ? | 5.6 | -3.9
COC(=O)CC1=Nc2ccccc2NC(=O)C1 | -2 | / | 0 | 2 | 18 | 2 | 5 | 19 | 0.0 | 0.1
COC(=O)Cc1ccc(NC(=S)Nc2cccc(C)n2)cc1 | -2 | / | 40 | 5 | 5 | 4 | -2 | -1 | -2.7 | -4.9
S=C(NCCSCc1c(Cl)cccc1Cl)Nc1ccccc1 | -10 | 1.2 | -3 | -13 | 3 | -2 | 8 | ? | 1.5 | -2.2
CN(C[C@@H](Cc1cccc2ccccc12)N(C[C@H](Cc1ccccc1)N(CCc1ccccc1)N=O)N=O)N=O | 3 | -0.8 | 14 | -17 | 3 | 3 | 10 | 1 | 0.2 | -1.6
O=C(CCN1C(=O)c2ccccc2C1=O)Nc1ccccc1C(=O)N1CCOCC1 | -1 | -2.7 | 23 | 2 | 6 | -4 | -15 | -2 | -0.3 | -4.3
O=c1c(Cc2ccc(F)cc2)c(O)ccn1C1CCCCC1 | -1 | -0.6 | -2 | 8 | -5 | -1 | 15 | -1 | -0.8 | 0.7
CCCOc1ccccc1C(=O)N(Cc1cccs1)C1CCS(=O)(=O)C1 (stereo not given) | 0 | -0.1 | 10 | 2 | 19 | 1 | 3 | 2 | -2.6 | 0.8
O=c1[nH]c2c(Br)cnc([N+](=O)[O-])c2[nH]1 | 11 | -2.2 | 16 | 7 | -1 | -2 | 17 | -2 | -1.5 | -3.2
CCOc1cc(C(=O)NCCC(=O)N2CCC3(CC2)NCCc2[nH]cnc23)cc(OCC)c1OCC | -4 | 1.4 | -7 | 9 | -12 | 4 | -7 | 4 | -0.1 | -3.5
CCCCNc1nc2c(c(=O)n(C)c(=O)n2C)n1Cc1cccc(OC)c1 | -6 | -0.7 | 14 | 4 | 11 | 3 | 9 | 0 | 3.3 | -1.2
CC(=O)c1cccc(NC(=O)c2ccc3c(c2)C(=O)N(Cc2cccnc2)C3=O)c1 | -8 | -1.7 | 10 | 4 | -3 | 1 | 6 | -8 | -1.2 | 1.0
CCC(NC(=O)CCl)c1ccc(C)cc1 (stereo not given) | 1 | / | 1 | 11 | 0 | 4 | 1 | -3 | -3.1 | 0.5
CCN(C(=O)COC(=O)CCNS(=O)(=O)c1ccccc1F)c1c(N)n(Cc2ccccc2)c(=O)[nH]c1=O | -10 | 1.4 | / | -9 | 10 | 2 | -2 | / | 0.0 | -0.6
O=C(COC(=O)c1cccs1)Nc1ccc(Cl)cn1 | 4 | -0.8 | / | 3 | -3 | 0 | -2 | -2 | -1.5 | -0.2
COCCNC(=O)CSc1nc2sc(C)c(C)c2c(=O)n1-c1ccccc1 | 4 | 0.8 | 21 | -5 | -7 | -8 | 3 | / | -0.9 | -4.3
O=C(CSc1ccc(-c2ccccn2)nn1)NCc1ccc(Cl)cc1 | 14 | / | 38 | 3 | -7 | 3 | 3 | -2 | 4.9 | -0.9
COc1ccc(-c2cncnc2N)cc1OC | / | 0.0 | / | 6 | 18 | -1 | -2 | 5 | / | -5.1
CCOC(=O)c1cccnc1SC(CC)C(=O)NCc1ccco1 (stereo not given) | -8 | -0.6 | 8 | 3 | 6 | 3 | 4 | -2 | -1.8 | -1.0
CC1Cn2c(nnc2-c2ccccc2O)S1 (stereo not given) | -4 | 1.3 | 17 | -7 | 1 | 4 | 4 | 1 | -1.0 | -2.5
O=C(c1ccncc1)N1CCN(C2CCC(c3ccccc3)CC2)CC1 (stereo not given) | 5 | 4.0 | 21 | 7 | -4 | 3 | 2 | 4 | 3.4 | -2.3

A few values from the entries so far:
O=c1c(Cc2ccc(F)cc2)c(O)ccn1C1CCCCC1 | Mtb UGM inh = -0.8
CCOC(=O)c1cccnc1SC(CC)C(=O)NCc1ccco1 (stereo not given) | Mtb BioA inh = -0.6

The results go on:
SMILES | Rv3671c protease | Mtb BioA inh | VHR inh abs | MazEF act | CCHFV vOTU inh | FBA Mtb inh | GDH-TPI counter | BoNT-F LC inh | Mtb UGM inh | FadD28 binding
COc1n[nH]c(C(=O)Nc2cc(F)ccc2C)c1[N+](=O)[O-] | -7 | -1.0 | 0 | 1 | 16 | -2 | 16 | 1 | 2.1 | -5.4
CCOc1ccccc1NC=C1C(=O)OC2(CCCCC2)OC1=O | 3 | -0.8 | 1 | -7 | 6 | 0 | 29 | -1 | 0.4 | -4.5
CN(C(=O)c1ccc(F)cc1)c1ccccc1C(=O)NCc1ccccc1 | 1 | -1.8 | 10 | 1 | 2 | 0 | 3 | -9 | -2.8 | -0.6
Cc1cccc(CN2CCN(Cc3cccc4nonc34)CC2CCO)n1 (stereo not given) | -8 | 1.2 | 16 | 10 | -2 | -1 | 0 | -2 | 0.3 | -2.7
CCCN(C(=O)COC(=O)COc1c(C)cccc1C)c1c(N)n(Cc2ccccc2)c(=O)[nH]c1=O | 8 | -2.3 | / | 5 | -17 | -1 | -2 | 2 | / | -1.2
CN(C)C(=O)c1ccc(NC(=O)COc2cccc(Oc3ccccc3)c2)cc1 | 5 | 0.3 | 0 | -2 | 3 | -1 | 1 | 0 | -2.2 | -6.2
Cc1cc(C)n(S(=O)(=O)c2ccc(C)c(C)c2)n1 | / | 0.9 | 18 | 4 | -12 | -1 | 13 | ? | -2.2 | 0.2
COC(=O)COc1cccc(NC(=O)C(c2ccccc2)c2ccccc2)c1 | -5 | 0.9 | 19 | 2 | -2 | 1 | 13 | 10 | 1.3 | -0.9
CC1CCCN(CCCOc2ccccc2-c2ccccc2)C1 (stereo not given) | / | / | 28 | 1 | 4 | 5 | 2 | -3 | / | -2.5
O=C(CSC1=NCCN1)NC1CCCCCC1 | -2 | 0.8 | -23 | 2 | 7 | 5 | 2 | ? | 4.2 | -1.9
C/C(=N\NC(=O)c1ccccc1)c1c(O)n(Cc2ccccc2)c(=O)[nH]c1=O | 7 | 6.7 | -8 | 0 | -2 | 5 | 23 | -5 | 2.0 | -0.5
CN[C@H](C)C(=O)NC[C@H]1O[C@@H](n2cc(C)c(=O)[nH]c2=O)C[C@@H]1O | / | -1.0 | / | -6 | -9 | -1 | 7 | -2 | / | -0.9
CCC(CO)(CO)N(CC(=O)Nc1ccc(OC)cc1)CC(=O)Nc1ccc(OC)cc1 | -10 | -0.8 | 61 | 5 | -17 | -1 | 6 | -31 | -0.5 | /
FC(F)(F)c1cccc(NC(=S)NC(c2ccccc2)c2ccccc2)c1 | -144 | -2.0 | 24 | 4 | 1 | 0 | 6 | 1 | 5.2 | 0.6
O=c1c2c3c(sc2nc(NCCO)n1-c1ccccc1)CCCC3 | -3 | 8.8 | 20 | 4 | -11 | 22 | 9 | 8 | -3.2 | -1.0

Reformatted: two of the compounds above.
O=C(CSC1=NCCN1)NC1CCCCCC1
  Rv3671c protease = -2
  Mtb BioA inh = 0.8
  VHR inh abs = -23
  MazEF act = 2
  CCHFV vOTU inh = 7
  FBA Mtb inh = 5
  GDH-TPI counter = 2
  BoNT-F LC inh = ?
  Mtb UGM inh = 4.2
  FadD28 binding = -1.9

C/C(=N\NC(=O)c1ccccc1)c1c(O)n(Cc2ccccc2)c(=O)[nH]c1=O
  Rv3671c protease = 7
  Mtb BioA inh = 6.7
  VHR inh abs = -8
  MazEF act = 0
  CCHFV vOTU inh = -2
  FBA Mtb inh = 5
  GDH-TPI counter = 23
  BoNT-F LC inh = -5
  Mtb UGM inh = 2.0
  FadD28 binding = -0.5

(continued)
SMILES | Rv3671c protease | Mtb BioA inh | VHR inh abs | MazEF act | CCHFV vOTU inh | FBA Mtb inh | GDH-TPI counter | BoNT-F LC inh | Mtb UGM inh | FadD28 binding
COc1ccccc1C(=O)NC(=O)CSc1cccc[n+]1[O-] | 0 | / | 1 | 8 | -5 | 1 | -4 | -5 | 0.8 | -1.2
CCC1(c2ccc(F)cc2)NC(=O)N(CC(=O)NC2CCCCCC2)C1=O (stereo not given) | 3 | 0.4 | / | -1 | 3 | -4 | -4 | -6 | -0.2 | -2.9
O=C(NCc1ccccc1)C1c2ccccc2Oc2ccccc21 | 0 | -0.5 | 44 | 3 | 7 | 2 | 6 | -4 | -1.0 | -2.1
COc1ccc(S(=O)(=O)NCCC(C)C)cc1OC | 9 | -1.6 | 5 | 15 | 2 | -1 | 1 | -7 | 0.4 | -0.1
N#Cc1ccc(Nc2nc(NCc3ccccc3)nc3ccsc23)cc1 | / | 0.4 | / | / | 0 | 6 | 7 | -7 | / | -4.7
c1ccc2c(c1)OCCOCCOCCOCCOCCOc1ccccc1OCCOCCOCCO2 | -4 | / | -8 | -7 | -6 | -1 | -1 | 0 | -2.3 | -1.1
CCOc1ccc(NC(=O)c2cc(=O)[nH]c3ccccc23)cc1 | / | 0.0 | 12 | 8 | 0 | -4 | 12 | ? | -0.8 | -1.5
Cc1cc(C)c(NC(=O)C[N+](C)(C)CC(O)COc2cccc3ccccc23)c(C)c1 (stereo not given) | 5 | / | 5 | 48 | 6 | -5 | -11 | -7 | -3.8 | -5.3
Cc1ccccc1NC(=O)Cc1nnc(SCC(=O)Nc2ccccc2)n1C | 4 | -1.6 | 8 | 11 | 1 | 0 | 4 | -2 | 0.5 | -0.4
COC(=O)c1c(NC(=O)COC(=O)CC(NC(C)=O)c2ccccc2)sc(C)c1C (stereo not given) | 7 | -0.8 | / | -4 | -1 | 0 | 0 | -2 | -0.1 | -0.6
CN1C[C@@H]2C[C@@H](c3cccn3-c3nccs3)N3CCC[C@@]23C1=O | -5 | / | 17 | 2 | -24 | 5 | 4 | -1 | -1.7 | -0.7
NS(=O)(=O)c1ccc(CCNC(=O)c2ccc(Cl)c(S(=O)(=O)N3CCCCC3)c2)cc1 | -5 | 0.2 | / | 6 | 13 | -2 | -4 | 0 | 1.3 | -3.1
CC(NC(=O)CCn1nc(-c2ccc(Cl)cc2)ccc1=O)c1ccccc1 (stereo not given) | 2 | -1.7 | 4 | 1 | 6 | -3 | -5 | -3 | -0.6 | -1.8
COC(=O)C(/C=N/OCc1ccc([N+](=O)[O-])cc1)NC(=O)c1cccc(Cl)c1 (stereo not given) | 5 | 2.0 | -12 | -2 | -5 | -1 | 3 | 0 | 0.7 | -1.9
